Rv3671c inh: Rv3671c serine protease inhibitors, primary screen, biochemical, fluorescence polarization, M. tuberculosis H37Rv; AID 2606, 2010; 0.048% of 320,000 active; P9WHR9; inhibition, % at 5.96 µM; in the data active = inhibition above about 38%;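 note: extracellular domain of Rv3671c used as enzyme; 0% = enzyme with DMSO and 100% = no enzyme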
Target sequence (P9WHR9 whole entry, looked up, the tested form may be a part): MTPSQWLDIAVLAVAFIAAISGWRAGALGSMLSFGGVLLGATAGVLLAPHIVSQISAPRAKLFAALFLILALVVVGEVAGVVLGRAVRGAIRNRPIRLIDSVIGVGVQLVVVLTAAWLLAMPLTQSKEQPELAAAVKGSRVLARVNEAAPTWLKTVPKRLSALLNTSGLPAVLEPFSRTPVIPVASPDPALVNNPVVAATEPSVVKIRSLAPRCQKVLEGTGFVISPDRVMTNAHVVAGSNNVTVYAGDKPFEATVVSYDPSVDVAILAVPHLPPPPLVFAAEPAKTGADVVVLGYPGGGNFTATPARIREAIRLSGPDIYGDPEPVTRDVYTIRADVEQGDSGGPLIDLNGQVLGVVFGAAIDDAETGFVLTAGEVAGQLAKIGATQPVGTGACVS
CCHFV vOTU inh: CCHFV vOTU protease inhibitors, primary screen, biochemical, Pep-AMC substrate, fluorescence; 0.55% of 370,000 active; inhibition, % at 11.5 µM; AID 651958, 2012; note: 0% = vehicle wells with enzyme and 100% = no enzyme wells
GDH-TPI counter: GDH-TPI coupling enzyme inhibitors, primary screen, artefact control for M. tuberculosis FBA inhibitor project, biochemical, absorbance, full deck; GDH-TPI coupled enzyme counterscreen, NADH absorbance; inhibition, % at 4.8 µM; 1.2% of 360,000 active; AID 588335, 2011;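 note: 0% = DMSO wells and 100% = wells lacking the enzyme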
UGM FP inh: M. tuberculosis UGM enzyme inhibitors, primary screen, biochemical, fluorescence polarization, single point; UDP-galactopyranose mutase (Mycobacterium tuberculosis (strain ATCC 25618 / H37Rv)), …; purified UGM, fluorescence polarization probe displacement; inhibition, % at 10 µM; 0.06% of 320,000 active; AID 504406, 2011; in the data active = inhibition above about 10%, passing the limit was not always enough; inconclusive = no clear call, values can overlap the other calls
BioA inh: M. tuberculosis BioA enzyme inhibitors, primary screen, biochemical, plate reader, single point, HTS | 0.096% of 360,000 active | 7,8-diaminopelargonic acid synthase BioA (Mycobacterium tuberculosis) | purified M. tuberculosis BioA enzyme | inhibition, % at 9.99 µM; in the data active = inhibition above about 40%; inconclusive = no clear call, values can overlap the other calls
MazEF act: activators of E. coli MazEF toxin-antitoxin RNase, primary screen, biochemical, fluorescence, uHTS. Endoribonuclease toxin MazF (Escherichia coli (strain K12)), P0AE70. 0.32% of 350,000 active. FAM/BHQ RNA-DNA oligo cleavage fluorescence, 5 h. AID 504720, 2011. activation, % at 20 µM; in the data active = activation above about 50%
Target sequence (P0AE70 whole entry, looked up): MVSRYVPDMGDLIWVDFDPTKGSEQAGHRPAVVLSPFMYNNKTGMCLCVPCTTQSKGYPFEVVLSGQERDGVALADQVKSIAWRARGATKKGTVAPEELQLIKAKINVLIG
BoNT-F LC inh: BoNT/F light chain protease inhibitors, primary screen, biochemical, flow cytometry, MLPCN library; AID 588497, 2011; Multiplex microsphere protease cleavage assay; Botulinum neurotoxin type F light chain protease (Clostridium botulinum); 0.22% of 360,000 active; inhibition, % at 10 µM; in the data active = inhibition above about 35%, passing the limit was not always enough; inconclusive = no clear call, values can overlap the other calls; note: plate controls were buffer without enzyme for full effect and enzyme alone for no effect
FBA Mtb inh: Mtb FBA enzyme inhibitors, primary screen, biochemical, fluorescence, strain H37Rv. 2.3% of 360,000 active. purified M. tuberculosis FBA, fluorescence read-out. AID 588726, 2011. inhibition, % at 1 µM. Fructose-bisphosphate aldolase (Mycobacterium tuberculosis (strain ATCC 25618 / H37Rv)), …; in the data active = inhibition above about 27%;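 note: 0% = vehicle and 100% = reference inhibitor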
Target sequence (P9WQA3 whole entry, looked up): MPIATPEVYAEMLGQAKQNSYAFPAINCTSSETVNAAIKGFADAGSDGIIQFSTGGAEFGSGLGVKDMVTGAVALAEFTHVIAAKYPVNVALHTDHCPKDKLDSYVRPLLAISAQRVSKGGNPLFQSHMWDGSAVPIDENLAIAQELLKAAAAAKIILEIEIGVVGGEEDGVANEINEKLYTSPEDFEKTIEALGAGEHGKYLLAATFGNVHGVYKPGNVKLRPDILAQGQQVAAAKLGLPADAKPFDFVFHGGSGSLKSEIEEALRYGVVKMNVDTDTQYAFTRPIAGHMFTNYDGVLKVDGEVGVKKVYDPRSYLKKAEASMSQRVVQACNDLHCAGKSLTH
VHR inh abs: VHR1 phosphatase inhibitors, primary screen, biochemical, absorbance, uHTS; Dual specificity protein phosphatase 3 (Homo sapiens), P51452; recombinant VHR phosphatase, pNPP absorbance; inhibition, % at 13.3 µM; 0.52% of 290,000 active; AID 1654, 2009; in the data active = inhibition above about 50%; note: some compounds called inactive have numbers as strong as hits
Target sequence (P51452 whole entry, looked up): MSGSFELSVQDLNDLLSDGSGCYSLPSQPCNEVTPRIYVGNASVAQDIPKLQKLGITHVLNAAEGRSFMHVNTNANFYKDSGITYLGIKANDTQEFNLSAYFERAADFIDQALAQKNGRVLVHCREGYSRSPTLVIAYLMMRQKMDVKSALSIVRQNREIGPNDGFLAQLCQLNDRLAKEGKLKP
FadD28 FP inh: inhibitors of FadD28 bisubstrate probe binding, primary screen, biochemical, fluorescence polarization, single point. Mycobacterium tuberculosis FadD28 fatty-acid-AMP ligase. inhibition, % at 12.5 µM. 0.22% of 360,000 active. AID 588549, 2011; in the data active = inhibition above about 8.5%, passing the limit was not always enough; inconclusive = no clear call, values can overlap the other calls
Numbers without * were called inactive; ? = inconclusive; · = no result given; & = joins results of further samples. Cut-off read from the data, not from the text of the source, unless noted: active = inhibition above about 30%; inactive = the rest. Compounds as they come. Share with any hit: about 4.9%.

Start of the data: the first five compounds, ahead of the listing:
SMILES	Rv3671c inh	CCHFV vOTU inh	GDH-TPI counter	UGM FP inh	BioA inh	MazEF act	BoNT-F LC inh	FBA Mtb inh	VHR inh abs	FadD28 FP inh
Cc1ccc(C(=O)Nc2cccc(C(F)(F)F)c2)cc1NC(=O)c1cnnc2ccccc12	-7	-12&-1	8&-4	-3.0	-1.2&1.2	-14&-6	-4&7	0&-1	4	-0.8&-3.8
COc1ccc(Cn2c(C3CC3)nc3ccc(NC(=O)c4ccco4)cc3c2=O)cc1	-39	18	22	4.0	0.7	-4	-22	8	0	-8.4
Cc1ccc(C2(c3ccccc3)NC(=O)N(CC(=O)NCc3ccco3)C2=O)cc1C (stereo not drawn)	0	12	5	-0.2	1.9	-6	-3	1	·	-0.6
O=C(COc1cccc(Cl)c1)Nc1nc(-c2ccc(S(=O)(=O)N3CCOCC3)cc2)cs1	·	10	7	·	-0.7	-9	-11	8	-14	-2.4
O=C(Oc1ccc2ccccc2c1Cl)N1CCCC1	5	4	2	0.7	-0.3	2	-10	2	-8	-3.3

The whole of this part, repeating the preview:
SMILES	Rv3671c inh	CCHFV vOTU inh	GDH-TPI counter	UGM FP inh	BioA inh	MazEF act	BoNT-F LC inh	FBA Mtb inh	VHR inh abs	FadD28 FP inh
Cc1ccc(C(=O)Nc2cccc(C(F)(F)F)c2)cc1NC(=O)c1cnnc2ccccc12	-7	-12&-1	8&-4	-3.0	-1.2&1.2	-14&-6	-4&7	0&-1	4	-0.8&-3.8
COc1ccc(Cn2c(C3CC3)nc3ccc(NC(=O)c4ccco4)cc3c2=O)cc1	-39	18	22	4.0	0.7	-4	-22	8	0	-8.4
Cc1ccc(C2(c3ccccc3)NC(=O)N(CC(=O)NCc3ccco3)C2=O)cc1C (stereo not drawn)	0	12	5	-0.2	1.9	-6	-3	1	·	-0.6
O=C(COc1cccc(Cl)c1)Nc1nc(-c2ccc(S(=O)(=O)N3CCOCC3)cc2)cs1	·	10	7	·	-0.7	-9	-11	8	-14	-2.4
O=C(Oc1ccc2ccccc2c1Cl)N1CCCC1	5	4	2	0.7	-0.3	2	-10	2	-8	-3.3
O=C(NC(=O)N1CCN(c2ccc([N+](=O)[O-])cn2)CC1)c1c(Cl)cccc1Cl	5	·	·	0.3	·	7	·	·	10	·
COc1ccc(OCCCC(=O)OCC(=O)Nc2ncc(Cl)cc2Cl)cc1	·	-13	0	·	-0.7	-25	-12	4	·	0.9
CCCCn1c(-c2cccc(C)c2)nc2cc3[nH]c(=O)c(C(C)C)nc3cc21	-14	-16	28	-1.5	-2.3	-27	-16	88*	1	-0.3
N#Cc1cccc(NC(=O)c2ccccc2C(=O)O)c1	4	-4	-19	-3.3	-0.8	-9	8	1	-2	-0.7
NCC(c1ccccc1Cl)c1c[nH]c2ccccc12 (stereo not drawn)	-6	-9	0	2.1	-2.3	15	1	2	-13	-5.3
COc1cccc(-c2cn3nc4c(nc3n2)CCCC4)c1	-24	·	5	1.4	-1.0	4	0	-4	6	-4.2
Fc1ccc(-c2nc3ccccc3[nH]2)cc1	-5	7	14	-0.4	·	1	1	8	49	-2.5
COc1ccccc1NC(=O)CN1CCN(c2ccccc2OC)CC1	-2	-3	9	-1.3	·	-3	0	3	14	0.6
CC1(C)NC(=O)N(CC(=O)OCC(=O)c2ccc(Br)s2)C1=O	8	-20	2	1.3	·	5	1	-1	·	-3.4
CC(=O)C1=C(C)NC(=O)NC1c1cccs1 (stereo not drawn)	6	-6	16	-0.3	-1.5	7	2	-2	-6	-0.5
CCSc1nnc2c(n1)[nH]c1c(C)cccc12	-7	6	4	1.0	2.6	6	1	-3	25	-1.3
O=c1cc(CN2CCCCCCC2)c2c(ccc3ccccc32)o1	·	-52	·	·	-0.8	·	3	17	·	-4.5
Cc1ccc(NC(=O)COC(=O)c2cccc(OC(F)F)c2)cc1S(=O)(=O)N1CCCCC1	-187	14	4	2.1	-1.5	-6	-13	-4	·	?
COc1ccc2nc(NC(=O)CCNS(=O)(=O)c3ccc4c(c3)oc(=O)n4C)sc2c1	2	-14	5	-0.1	0.4	7	-4	4	-9	-1.8
CCn1nc(C(=O)OCC(=O)NCCN2C(=O)CSC2=O)c2ccccc2c1=O	-4	9	3	3.4	0.8	-7	-27	7	24	-2.6
COC(=O)c1ccc(C2/C(=C(\O)c3cccc(OC)c3)C(=O)C(=O)N2CCCN2CCOCC2)cc1 (stereo not drawn)	1	-5	5	1.2	·	-1	-2	5	-2	-1.3
C#CCOCCOCCOCCNc1nc(N2CCN(C(=O)[C@H](CC(N)=O)n3cc(C(N)[C@H](C)CC)nn3)CC2)nc(N2CCN(C(=O)[C@H](CC(N)=O)n3cc(C(N)[C@@H](C)CC)nn3)CC2)n1 (stereo partly drawn)	3	-11	2	-1.5	-1.8	12	-6	-2	·	-3.1
CC1=C(C(=O)N2CCOCC2)C(c2cccc(C)c2)NC(=S)N1 (stereo not drawn)	2	7	-5	-1.9	-1.1	2	19	1	-17	1.6
CCOC(=O)Cn1c(=N)n(Cc2ccccc2)c2ccccc21	-1	18	7	0.3	0.8	4	-8	2	15	-3.0
Cc1cc(NC(=O)COc2coc(CN3CCN(c4ccccc4)CC3)cc2=O)no1	9	25	4	-0.6	0.1	7	8	-2	·	-1.4
Cc1noc(C)c1NC(=O)Nc1cccc2c1O[C@H](CN(C)S(=O)(=O)c1cccs1)[C@@H](C)CN([C@H](C)CO)C2=O	-2	-6	-5	-7.5	1.1&-1.0	6	-17	3	·	-0.6
Cc1nc(Cc2nnc(SCC(=O)N3CCN(c4ccc(O)cc4)CC3)o2)cs1	-1	-3	-5	·	-2.0	0	-11	3	·	-0.1
O=C(CN1CCCC1)Nc1ccccc1Sc1ccccc1	0	-2	-1	-1.0	-1.1	-4	-3	-1	-3	-0.6
COc1ccccc1OCCCCN1CCC(C)CC1	-5	-12	11	0.7	-1.4	1	10	3	48	0.2
COc1ccc(-c2ccccc2)cc1NC(=O)c1ccncc1	-5	6	6	-0.5	·	12	1	1	·	-3.8
CN1C2CCC1C(C(=O)O)C(OC(=O)c1ccccc1)C2 (stereo not drawn)	-3	0	-8	·	-1.1	9	-7	2	·	-4.7
CC(=O)c1sccc1NC(=O)c1ccccc1C(=O)O	6	5	9	2.8	-1.1	2	·	1	16	-0.7
O=C1CCCN1CCCNc1ncnc2c1cnn2-c1ccc(Cl)cc1	11	11	4	-0.3	8.3	-2	-6	5	6	-5.6
COc1ccccc1OC(C)C(=O)Nc1ccc2c(c1)n(C)c(=O)n2C (stereo not drawn)	4	-4	0	1.0	1.7	13	2	1	4	-2.3
O=C(Nc1ccc(N2CCOCC2)cc1N1CCOCC1)c1ccc([N+](=O)[O-])cc1	-14	1	-1	2.6	0.0	2	-5	2	36	-1.0
COc1ccc(OC)c(NC(=O)NC2CCCCCCC2)c1	·	7	0	1.8	-0.1	1	0	2	4	-1.4
COc1ccc(C(=O)c2ccc(N3CCOCC3)c([N+](=O)[O-])c2)cc1	-6	30*	4	-1.4	3.9	11	3	0	20	1.0
COc1ccc2oc(C(=O)OC(C)C(=O)N(C)c3ccccc3)c(C)c2c1 (stereo not drawn)	5	-19	8	-0.9	0.6	4	?	31*	·	-2.6
CCOC(=O)N1CCC(NC(=O)CSCc2nc(-c3ccccc3Cl)oc2C)CC1	-10	-2	-5	-3.9	0.7	-1	4	-3	6	-5.4
O=C(NN(C(=O)c1ccccc1)c1cccs1)c1ccccc1	·	8	-1	·	0.7	4	0	-1	·	-2.9
COC(=O)C(CCSC)NC(=O)c1cn(-c2ccc(OC)cc2)c(=O)c2ccccc12 (stereo not drawn)	-2	-13	10	-1.5	4.3	6	36*	1	-3	-0.5
Oc1c(/C=N/c2ccccn2)sc2ccccc12	-20	2	14	2.2	0.9	-3	-6	2	10	-0.5
CCOc1ccc(C(=O)NCC(=O)NNC(=O)C2COc3ccccc3O2)cc1OCC (stereo not drawn)	0	13	8	-1.9	1.0	-1	0	6	·	0.3
COc1ccc(-c2noc(CCCC(=O)NCc3ccco3)n2)cc1OC	-2	8	-4	-0.2	1.6	-3	2	0	25	-2.3
CCOc1ccc(C2c3[nH]c4ccccc4c3C[C@H]3C(=O)N(C4CC4)CC(=O)N23)cc1OC (stereo partly drawn)	·	-4	-1	-3.4	·	-4	-2	-1	14	-1.0
CCN(C(=O)COC(=O)c1ccccc1NCCO)C1CCS(=O)(=O)C1 (stereo not drawn)	3	-164	3	-1.3	·	7	-9	129*	·	-3.4
O=C(CCN1C(=O)c2ccccc2S1(=O)=O)N1CCN(c2ccc(F)cc2)CC1	-1	5	0	2.4	·	-4	2	1	·	-1.4
O=C(OCC(=O)c1ccc(Cl)cc1Cl)c1ccccn1	6	3	2	-3.3	-0.4	9	-3	2	·	-0.6
O=C(C1CCN(S(=O)(=O)c2ccc(Cl)cc2)CC1)N1CCC1	4	-8	-9	-3.1	·	0	-12	2	·	-0.8
COc1ccc(C(=O)OCc2cc(=O)n3c(C)csc3n2)cc1F	5	1	7	0.5	0.1	12	-1	4	·	-1.9
C=C(C)CNC(=S)N/N=C\c1ccc2c(c1)OCO2	6	6	22	2.5	0.3	4	4	1	·	-0.2
COc1ccc(N(CC(=O)Nc2c(C)n(C)n(-c3ccccc3)c2=O)S(=O)(=O)c2ccc(C)cc2)cc1OC	8	-9	-5	0.3	-0.7	4	-26	0	21	0.6
COc1ccc(C2=NO[C@@H]3[C@@H]4C[C@@H]([C@H]5C(=O)N(C)C(=O)[C@@H]45)[C@H]23)cc1	-9	-5	6	-1.7	·	-9	-3	-5	-10	-4.4
Cc1ccc(S(=O)(=O)N2CCCCC2)cc1NS(=O)(=O)c1cccc(C(=O)O)c1	-6	6	7	1.9	·	-7	-5	-4	-10	2.8
Cc1ccc(S(=O)(=O)c2c(N)n(NC(=O)C3CC3)c3nc4ccccc4nc23)cc1	2	-267	23	1.0	1.3	5	1	181*	10	-3.6
Cc1ccc(CNC(=O)C(C)OC(=O)c2ccco2)cc1 (stereo not drawn)	-8	16	5	-1.1	-1.0	6	4	-1	21	0.1
COc1ccc(NC(=O)CCC2CCCCC2)cc1S(=O)(=O)N1CCCCC1	-20	3	-1	-0.1	·	-1	-3	-4	0	-0.2
CCCCn1c(-c2ccncc2)nc2c1c(=O)[nH]c(=O)n2CC(C)C	2	-4	8	0.3	-2.8	4	3	3	21	-1.2
CCN(CC)c1ccc(/C=N/N=C(c2ccccc2)c2ccccc2)c(O)c1	-1	0	9	2.8	·	3	1	-6	2	-2.7
COc1ccccc1CNC(=O)c1ccc(N2CCOCC2)c([N+](=O)[O-])c1	5	-4	3	-3.4	·	-4	0	0	0	-1.1

Next section
SMILES	Rv3671c inh	CCHFV vOTU inh	GDH-TPI counter	UGM FP inh	BioA inh	MazEF act	BoNT-F LC inh	FBA Mtb inh	VHR inh abs	FadD28 FP inh
Cc1c(CCC(=O)N[C@@H](C)C(=O)O)c(=O)oc2cc3oc4c(c3cc12)CCCC4	3	-12	16	-0.9	-3.4	-16	1	6	2	-2.8
O=C(Nc1nnc(CCN2CCCCC2)s1)c1cccc(Cl)c1	-3	-4	16	-2.2	·	20	?	1	-13	-0.4
Cc1c(C(=O)OCC(=O)N(CCC#N)c2ccccc2)oc2c1ccc1ccccc12	-13	-12	4	0.1	1.0	-5	-2	11	-1	0.0
CCOC(=O)/C=C1\SCC(=O)N1CC(=O)c1ccc[nH]1	9	9	-10	-3.5	-0.6	6	5	2	21	-1.2
